AMA1 RON2 block: AMA1-RON2 (P. falciparum) interaction inhibition. 0.2% of 360,000 active. AlphaScreen AMA1-biotinylated RON2 peptide binding. Potency, µM (series often up to 58.2 µM), without a hit: top-dose activity change, negative = inhibition, usual class: inhibitors. AID 720542;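 further: potency means the concentration at half of the fitted maximal effect; 0% = vehicle wells and -100% = peptide control; nearly all actives have a fitted effect of over 45% in size; some results filed as inactive show a strong effect at the top dose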
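AMA1 (3D7) with his tag at 25 nM final met compounds first, then biotinylated RON2 peptide at 25 nM; detection used donor plus acceptor beads, 10 µg/mL apiece, read by AlphaScreen after 30 min at room temperature.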
Sm TGR block: blocks Schistosoma mansoni thioredoxin glutathione reductase | Q962Y6 | purified TGR, DTNB reduction, TNB absorbance 405 nm | Potency, µM (series often up to 114 µM), inactives show at the highest dose activity change, negative = inhibition, most hits filed as inhibitors | 3% of 360,000 active | AID 485364; further: potency means the concentration at half of the fitted maximal effect; nearly all actives have a fitted effect of over 60% in size
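TGR 20 nM + NADPH 100 uM (dispensed conc.), cpd preinc 15 min RT; start with NADPH (500 uM addition) then DTNB (15 mM addition). Kinetic TNB absorbance, 405 nm filter. Four-parameter Hill fit across titration.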
TbPYK inhibitor: blocks Trypanosoma brucei pyruvate kinase. Q57TT1. TbPYK enzyme, Kinase-Glo Plus ATP luminescence, 45 min. Potency, µM (titrated, usually from 76.8 µM), without a hit: at the top dose activity, negative = inhibition, most hits filed as inhibitors. 0.12% of 410,000 active. AID 624173; further: potency means the concentration at half of the fitted maximal effect; nearly all actives have a fitted effect of over 50% in size
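Luminescence from Kinase-Glo Plus, added after a 45-minute room-temperature reaction, served as the end-point read-out. The enzyme and substrate were preincubated with compound before ADP (130 uM final) initiated turnover. Concentration-effect curves came from normalized qHTS data.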
AmpC inh no detg: blocks E. coli AmpC beta-lactamase in detergent-free assay; P00811; AmpC nitrocefin hydrolysis, absorbance 480 nm, 0.0001% Triton; Potency, µM (highest dose often 57.1 µM), for inactives: at the top dose activity change, negative = inhibition, usual class: inhibitors; 0.52% of 330,000 active; AID 485341;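 further: potency means the concentration at half of the fitted maximal effect; plate controls were no compound for no effect and no enzyme for full effect; nearly all actives have a fitted effect of over 20% in size; some results filed as inactive show a strong effect at the top dose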
Target sequence (P00811 whole entry, looked up): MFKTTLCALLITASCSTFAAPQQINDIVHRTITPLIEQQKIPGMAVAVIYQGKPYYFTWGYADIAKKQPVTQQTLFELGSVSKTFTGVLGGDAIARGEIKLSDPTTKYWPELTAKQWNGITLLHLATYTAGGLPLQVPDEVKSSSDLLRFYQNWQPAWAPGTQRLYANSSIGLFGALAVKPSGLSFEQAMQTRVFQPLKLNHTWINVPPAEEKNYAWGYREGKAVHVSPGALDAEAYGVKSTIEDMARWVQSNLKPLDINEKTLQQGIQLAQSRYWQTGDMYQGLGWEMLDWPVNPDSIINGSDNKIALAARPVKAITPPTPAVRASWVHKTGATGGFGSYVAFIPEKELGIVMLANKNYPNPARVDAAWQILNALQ
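20 mM phosphate pH 7.0 + 0.01% (detergent screen) or 0.0001% Triton X-100; 5.3 nM AmpC reagent; cpd preinc 15 min RT; nitrocefin (800 uM stock) to start; A480 q20 s × 4 min; Activity was normalised to no-enzyme and no-compound control wells.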
LmPK inhibitor: inhibitors of Leishmania mexicana pyruvate kinase. purified LmPK, Kinase-Glo ATP luminescence, 1 h. Potency, µM (titrated, usually from 57.5 µM), without a hit: at the top dose activity change, negative = inhibition, hits mostly inhibitors. Q27686. 0.37% of 290,000 active; further: potency means the concentration at half of the fitted maximal effect
Target sequence (Q27686 whole entry, looked up): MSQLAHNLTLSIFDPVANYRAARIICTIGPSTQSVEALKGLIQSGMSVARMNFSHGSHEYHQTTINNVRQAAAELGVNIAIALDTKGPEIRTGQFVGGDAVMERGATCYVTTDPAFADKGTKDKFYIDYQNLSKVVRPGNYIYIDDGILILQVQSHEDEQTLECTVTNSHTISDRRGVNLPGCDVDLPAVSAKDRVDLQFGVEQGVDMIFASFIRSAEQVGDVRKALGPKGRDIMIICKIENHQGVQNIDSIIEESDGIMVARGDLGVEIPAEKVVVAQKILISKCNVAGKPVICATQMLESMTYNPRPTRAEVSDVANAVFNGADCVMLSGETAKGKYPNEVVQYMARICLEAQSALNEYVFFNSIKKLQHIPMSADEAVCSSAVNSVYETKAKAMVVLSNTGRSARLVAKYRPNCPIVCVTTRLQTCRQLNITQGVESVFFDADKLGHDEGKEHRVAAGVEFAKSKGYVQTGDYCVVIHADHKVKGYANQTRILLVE
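In 50 mM imidazole pH 7.2 with 7 mM MgCl2, LmPK (0.1 nM) turned over PEP (0.5 mM) and ADP (0.1 mM) for 1 h at room temperature. Luciferase read-out of ATP.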
AmpC inh detg: blocks E. coli AmpC beta-lactamase in detergent assay | AmpC hydrolysis of nitrocefin, absorbance 480 nm, 0.01% Triton | Potency, µM (titrated, usually from 114 µM), inactives show at the highest dose activity change, negative = inhibition, hits mostly inhibitors | 0.041% of 370,000 active | AID 485294;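 further: potency means the concentration at half of the fitted maximal effect; 0% = no-compound wells and -100% = no-enzyme wells; nearly all actives have a fitted effect of over 25% in size; some results filed as inactive show a strong effect at the top dose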
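20 mM phosphate pH 7.0 + 0.01% (detergent screen) or 0.0001% Triton X-100; 5.3 nM AmpC reagent; cpd preinc 15 min RT; nitrocefin (800 uM stock) to start; A480 q20 s × 4 min; Activity was normalised to no-enzyme and no-compound control wells.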
HCMV inh: human cytomegalovirus inhibition | activity change, negative = inhibition, % at 57.5 µM | 4.5% of 410,000 active | HFF cells, HCMV-luciferase reporter, 72 h; stronger effect = lower value; in the data active means activity change below about -60%; inconclusive means no clear call, values can overlap the other calls; inactive means above about -39%
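HFF cells seeded 16 h at 37C, treated with compounds, infected with luciferase-reporter HCMV at MOI 1 PFU/cell; luciferase read at 72 h post infection, normalized to buffer-only and Salinomycin controls.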
* = called active by the depositor; ? = inconclusive; . = not tested or not shown; [ ] = dose if it differs, or a comment. Unless noted, the call rests on the fitted dose curve; in most records, active means well fitted curve in the direction sought with a large enough effect; inconclusive means small, poorly fitted or top-dose-only effect, or another doubt; inactive means no such curve, though single readings can be large; an effect the other way counts as inactive or inconclusive. Unless noted, on the % scale 0 is the no-effect control and ±100 the full control effect. Compounds were not picked by outcome. About 7.4% of those tested had a hit in this group.

#1 CCn1cc(C(=O)N[C@@H](CCSC)C(=O)NCCCO)c(=O)c2cc3c(cc21)OCO3
#2 CCCCc1c(-c2ccccc2OC)ncn1CCc1ccccc1OC
#3 Cn1nc(-c2ccc(Cl)cc2)c2cc(C(=O)NCCN3CCOCC3)sc21
#4 CCCCNC(=O)C1CCCN(S(=O)(=O)c2c(C)noc2/C=C/c2cccs2)C1 (stereo unspecified)
#5 Cc1nc2sccn2c(=O)c1S(=O)(=O)NCC(C)c1ccccc1 (stereo unspecified)
#6 O=C1CCCc2c1nc(-c1cccc(Cl)c1)n2O
#7 CCc1ccc(Cc2cnc(NC(=O)c3ccc4c(c3)CC(c3ccccc3)OC4=O)s2)cc1 (stereo unspecified)
#8 CC1Sc2ccc(S(=O)(=O)CCC(=O)NC(C)c3ccccc3)cc2NC1=O (stereo unspecified)
entry no.,1,2,3,4,5,6,7,8
AMA1 RON2 block,7%,-19%,0%,2%,-3%,1%,.,6%
Sm TGR block,4%,.,6%,-4%,11%,-9%,3%,-25%
TbPYK inhibitor,-7%,0%,-6%,6%,3%,-6%,7%,-11%
AmpC inh no detg,19%,.,180%[activator],23%,-1%,-12%,.,-20%
LmPK inhibitor,8%,.,-4%,-2%,-5%,7%,.,8%
AmpC inh detg,-16%,.,-5%,9%,-7%,4%,-7%,?
HCMV inh,11,-68*,98,?,18,-31,-7,18

#9 CCOc1ccc(S(=O)(=O)N/N=C\c2ccc3c(c2)OCO3)cc1
#10 CCN(CC)c1ccc(S(=O)(=O)N2CCOCC2)cc1NC(=O)CSc1n[nH]c(N)n1
#11 COc1ccc(Cn2cc(CN3CC(N(C)C)CS3(=O)=O)nn2)cc1 (stereo unspecified)
#12 O=C(CC1C(=O)NCCN1C(=O)Nc1ccc(C(F)(F)F)cc1)Nc1ccc(F)cc1 (stereo unspecified)
#13 Cc1c(NP(=O)(c2ccc(Br)cc2)c2ccc(Br)cc2)c(=O)n(-c2ccccc2)n1C
#14 Cn1c(=O)n(CCCc2ccccc2)c(=O)c2c1nc1n2CCN1c1ccc(F)cc1
#15 c1ccc(N2CCN(c3nc4ccccc4[nH]3)CC2)nc1
#16 NS(=O)(=O)c1ccc(NC(=S)NCc2ccc3c(c2)OCO3)cc1
entry no.,9,10,11,12,13,14,15,16
AMA1 RON2 block,-1%,10%,1%,7%,-2%,.,1%,-1%
Sm TGR block,4%,-7%,.,-13%,4%,4%,9%,0%
TbPYK inhibitor,1%,0%,6%,-4%,-21%,4%,2%,-6%
AmpC inh no detg,-24%,-8%,.,101%[activator],15%[11.4 µM],.,-19%,-32%
LmPK inhibitor,7%,2%,.,5%,0%,.,0%,3%
AmpC inh detg,0%,5%,.,1%,-10%,-3%,?,-9%
HCMV inh,-2,?,30,7,-29,-32,39,-34

#17 Cc1nnc(SCc2nnc(-c3cccs3)o2)n1Cc1ccccc1
#18 Cc1c(-c2ccc(Cl)cc2)c(=O)oc2c(CN3CCOCC3)c(O)ccc12
#19 O=C(Cn1cc(S(=O)(=O)Cc2ccccc2F)c2ccccc21)Nc1ccc(F)c(Cl)c1
#20 O=C(COc1ccccc1)NCC(=O)N1CCCC1
#21 CCc1c(O)nc(SCc2ccc(F)cc2)[nH]c1=O
#22 COc1cc(C(=O)OCC(=O)N2CCCCC2C)cc(NC(=O)c2cccs2)c1OC (stereo unspecified)
#23 COC(=O)c1cc2oc3ccccc3c2n1Cc1ccccc1Cl
#24 O=C(O)/C=C/C(=O)Nc1ccccc1-c1ccccc1
entry no.,17,18,19,20,21,22,23,24
AMA1 RON2 block,2%,.,.,14%,7%,24%,.,-2%
Sm TGR block,1%,2%,-3%,5%,1%,6%,0%,10µM*
TbPYK inhibitor,1%,-10%,0%[15.4 µM],-1%,9%,2%,-9%,-5%
AmpC inh no detg,-2%,.,.,4%,-8%,61%[activator],.,-10%
LmPK inhibitor,-7%,.,.,0%,-7%,4%,.,1%
AmpC inh detg,-3%,22%,0%,-13%,-2%,7%,1%,9%
HCMV inh,-7,?,0,2,64,?,-17,5

#25 COc1ccccc1CNC(=O)c1cc2c(-c3ccc(Cl)cc3)nn(C)c2s1
#26 CC(C)(C)Cc1c(C2CCCCC2)nc2ccc(Br)cn12
#27 CCCCn1c(SCC(=O)Nc2cc(C)on2)nnc1-c1cccnc1
#28 COc1ccc(S(=O)(=O)NCc2cccnc2)cc1C(=O)Nc1ccccc1
#29 CNc1nc(Cl)nc(NC(C)(C)C)n1
#30 COc1ccc(CCn2c(C)cc(C(=O)CSc3nnnn3-c3ccccc3)c2C)cc1
#31 Cc1cccc(N(CC(=O)Nc2ccccc2-c2ccccc2)S(=O)(=O)c2ccccc2)c1C
#32 CCCC(c1nnnn1Cc1ccccc1)N1CCN(c2ccccc2OC)CC1 (stereo unspecified)
entry no.,25,26,27,28,29,30,31,32
AMA1 RON2 block,.,-19%,6%,-11%,-1%,-8%,-18%,-9%
Sm TGR block,-1%,.,3%,0%,10%,-12%,23%,6%
TbPYK inhibitor,1%,4%,0%,0%,-16%,-13%,-6%,-2%
AmpC inh no detg,.,.,0%,13%,1%,-27%,-23%,46%
LmPK inhibitor,.,.,3%,0%,-1%,-3%,2%,2%
AmpC inh detg,0%,.,-9%,-10%,1%,0%,1%,-16%
HCMV inh,63,-39,16,-2,101,-70*,-61*,28

#33 O=C(Nc1ccc(F)cc1F)c1cc2nc(-c3ccco3)cc(C(F)(F)Cl)n2n1
#34 COc1cccc(CN(CC(=O)NCc2ccc(F)cc2)C(=O)c2ccco2)c1
#35 CC(=O)c1ccc(NC(=O)CNc2cc(S(=O)(=O)N3CCOCC3)ccc2N2CCCC2)cc1
#36 COc1ccc(CCNC(=O)C(C)n2nc(C)c3sc4ccccc4c3c2=O)cc1OC (stereo unspecified)
#37 COc1ccc(/C=C/c2cc(C(F)(F)F)on2)cc1
#38 O=C(CSc1c2c(nc3cc(Cl)ccc13)CCCC2)NCCCN1CCOCC1
#39 O=C(c1ccc2c3c(cccc13)CC2)C1CCCN(C(=O)c2ccc[n+]([O-])c2)C1 (stereo unspecified)
#40 COc1ccc(NC(=O)c2nn(C)c3c2CS(=O)(=O)c2ccccc2-3)cc1Cl
entry no.,33,34,35,36,37,38,39,40
AMA1 RON2 block,.,5%,-9%,.,17%,-4%,-4%,.
Sm TGR block,50µM*,4%,-18%,-1%,0%,5%,6%,-8%
TbPYK inhibitor,-1%,-2%,7%,0%,-4%,3%,2%,0%
AmpC inh no detg,.,-2%,35%,.,-18%,70%[activator],111%[activator],.
LmPK inhibitor,.,0%,.,.,1%,-3%[11.5 µM],-11%,.
AmpC inh detg,-6%,-11%,0%,4%,2%,2%,-1%,-1%
HCMV inh,-6,-39,-11,-5,-6,13,-27,11

#41 CCC(c1nc2ccccc2c(=O)n1CCN1CCOCC1)N1C(=O)c2ccccc2C1=O (stereo unspecified)
#42 COc1ccc(N2C(=O)/C(=C/c3ccc(C)o3)C(=O)NC2=S)c(OC)c1
#43 CC(=O)c1c(C)nc2ccc(Br)cc2c1-c1ccccc1
#44 Cc1cc(NS(=O)(=O)c2ccc(NC(=O)COc3ccc(Cl)c(C)c3)cc2)no1
#45 COc1ccc(CNC(=O)C2=CC(c3cccc(OC)c3)=NS(=O)(=O)N2C)cc1
#46 COc1cccc(-c2c(C(=O)N/N=C(\C)c3ccncc3)nnn2-c2nonc2N)c1
#47 COc1ccccc1C1c2ccc3ccccc3c2Oc2ncn(CCN(C)C)c(=N)c21 (stereo unspecified)
#48 CCOC(=O)c1ccc(NC(=O)c2cc3c(s2)CCC3)cc1
entry no.,41,42,43,44,45,46,47,48
AMA1 RON2 block,-1%,-11%,-5%,-3%,.,8%,-18%,1%
Sm TGR block,-2%,1.3µM*,1%,-7%,2%,-5%,-11%,5%
TbPYK inhibitor,0%,?,-2%,7%,-1%,0%,4%,-4%
AmpC inh no detg,201%[activator],-34%,57%,-29%,.,9%,187%[activator],-16%
LmPK inhibitor,2%,25%,0%,1%,.,10%,0%,6%
AmpC inh detg,2%,-14%,2%,-8%,-1%,-3%,5%,?
HCMV inh,12,11,-20,-28,-2,-19,-101*,-5

#49 O=C(Nc1cc(S(=O)(=O)N2CCOCC2)ccc1N1CCCC1)c1cc(=O)[nH]c2ccccc12
#50 CCOC(=O)N1CCN(Cc2ccccn2)CC1
#51 O=C(Nc1ccc(C(F)(F)F)cc1)c1cccnc1N1CCOCC1
#52 O=c1[nH]c(NCCO)nc2ncn(Cc3ccccc3)c12
entry no.,49,50,51,52
AMA1 RON2 block,8%,13%,5%,0%
Sm TGR block,-27%,2%,-13%,-18%
TbPYK inhibitor,0%,0%,0%,-29%
AmpC inh no detg,102%[activator],.,9%,-19%
LmPK inhibitor,0%,-5%,8%,0%
AmpC inh detg,3%,-2%,1%,-11%
HCMV inh,-34,-27,-12,28

Among those listed so far, these contain an aryl thioether with sulfur outside any ring:
#10 CCN(CC)c1ccc(S(=O)(=O)N2CCOCC2)cc1NC(=O)CSc1n[nH]c(N)n1
#17 Cc1nnc(SCc2nnc(-c3cccs3)o2)n1Cc1ccccc1
#21 CCc1c(O)nc(SCc2ccc(F)cc2)[nH]c1=O
#27 CCCCn1c(SCC(=O)Nc2cc(C)on2)nnc1-c1cccnc1
#30 COc1ccc(CCn2c(C)cc(C(=O)CSc3nnnn3-c3ccccc3)c2C)cc1
#38 O=C(CSc1c2c(nc3cc(Cl)ccc13)CCCC2)NCCCN1CCOCC1
entry no.,10,17,21,27,30,38
AMA1 RON2 block,10%,2%,7%,6%,-8%,-4%
Sm TGR block,-7%,1%,1%,3%,-12%,5%
TbPYK inhibitor,0%,1%,9%,0%,-13%,3%
AmpC inh no detg,-8%,-2%,-8%,0%,-27%,70%[activator]
LmPK inhibitor,2%,-7%,-7%,3%,-3%,-3%[11.5 µM]
AmpC inh detg,5%,-3%,-2%,-9%,0%,2%
HCMV inh,?,-7,64,16,-70*,13

High-throughput results from PubChem.
